Bioassay records deposited in PubChem by several laboratories.
GSK3beta inhib: human GSK3beta kinase inhibitors, primary screen, biochemical, cell-free homogeneous, HTS; 300,000 compounds, 0.038% hits; GST-GSK3beta kinase, ADP-Glo luminescence, 60 min; hits give low values; AID 2097, 2009; activity score (negative = inhibition), % at 10 µM;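 active = more than half of replicate wells score below -50%, meaning over 50% inhibition versus plate controls; inconclusive = some replicates but at most half score below -50%; inactive = no replicate scores below -50%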;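 note: 0% = median DMSO wells and -100% = median GW8510 positive control wells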
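Test system: GST-fused GSK3beta enzyme, cell-free | Quantity: 1.6 ng GST-GSK3beta enzyme per well | Reagent: 25 µM ATP with peptide substrate | Schedule: 60 min enzyme reaction, room temperature | Signal: Luminescent ADP-Glo measurement of ADP formed | Read-out basis: Score relative to plate controls | Control set: DMSO and 20 µM GW8510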
PolyA inhibitor: polyadenylation inhibitors in yeast reporter cells, primary screen, luminescence, S. cerevisiae; AID 1875, 2009; calls only at 12 µM; 300,000 compounds, 0.02% hits; S. cerevisiae SKY197-pL101 polyadenylation reporter, beta-gal luminescence; efflux-impaired pdr1/pdr3 knockout yeast; score 100 = 6 SD above DMSO;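 active = lowest replicate activity score at least 50, where 100 means six control SD above control mean; inconclusive = lowest score under 50 but half or more replicates reach 50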;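 note: yeast exposed to compound for 9 h at 30 °C; higher score means more reporter readthrough which indicates perturbed polyadenylation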
Platelet DG rel: inhibitors of platelet dense granule secretion, primary screen, cell-based, MLPCN, human platelets. human platelet-rich plasma, SFLLRN dense granule ATP release, luminescence. inhibition, %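 (compounds screened at 7.5 µM in platelet-rich plasma)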. 300,000 compounds, 0.22% hits. AID 1663, 2009;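 active = mean replicate score, as percent of positive control, at or above 50; inconclusive = mean below 50 but at least one replicate at or above 50; inactive = mean and every replicate below 50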
HSP90 refold inh: HSP90 inhibitors, primary screen, cell lysate, luminescence | Heat shock protein HSP 90 (rabbit reticulocyte lysate; luciferase refolding) | Rabbit reticulocyte lysate, luciferase refolding luminescence, 3 h | inhibition, % at 5.6 µM | 290,000 compounds, 0.91% hits | AID 1789, 2009;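 active = inhibition above the screen-wide mean plus 3 SD, computed separately per campaign, cut at about 16% in these data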;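 note: 0% = DMSO wells and 100% = 60 µM geldanamycin wells; inhibitors lower the luminescence because luciferase stays unfolded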
AI-2 QS modul: Vibrio harveyi AI-2 quorum sensing modulators, primary screen, JMH597 strain, luminescence/OD600 ratio | Vibrio harveyi JMH597 AI-2 luminescence/OD600 ratio, 9 h; hits give low values; strain lacks LuxN and CqsS sensors; 0 = neutral-control median | activity change, % at 7.5 µM | 300,000 compounds, 0.4% hits | AID 2094, 2009; in the data active = activity change below about -75%, passing the limit was not always enough; inconclusive = no clear call, values can overlap the other calls;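 note: luminescence divided by OD600 gain over 9 h not by final OD600 alone; inactives centre near 13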
DYRK1A inh: rat Dyrk1A kinase inhibitors, primary screen, biochemical, single point, plate reader; 310,000 compounds, 0.43% hits; AID 504441, 2011; inhibition, % at 12.5 µM; ADP-Glo luminescence, NFATc1 peptide; in the data active = inhibition above about 50%;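 note: plate controls were vehicle with enzyme for no effect and no enzyme for full effect; many of its hits are not listed in these tables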
HDAC3 inh: HDAC3 deacetylase inhibitors, primary screen, biochemical, fluorescence, cell-free homogeneous; Histone deacetylase 3 (Homo sapiens), O15379; recombinant HDAC3, fluorogenic peptide/trypsin coupled; inhibition, % at 8.3 µM; 320,000 compounds, 0.15% hits; in the data active = inhibition above about 26%, passing the limit was not always enough; inconclusive = no clear call, values can overlap the other calls
Target sequence (O15379 whole entry, looked up): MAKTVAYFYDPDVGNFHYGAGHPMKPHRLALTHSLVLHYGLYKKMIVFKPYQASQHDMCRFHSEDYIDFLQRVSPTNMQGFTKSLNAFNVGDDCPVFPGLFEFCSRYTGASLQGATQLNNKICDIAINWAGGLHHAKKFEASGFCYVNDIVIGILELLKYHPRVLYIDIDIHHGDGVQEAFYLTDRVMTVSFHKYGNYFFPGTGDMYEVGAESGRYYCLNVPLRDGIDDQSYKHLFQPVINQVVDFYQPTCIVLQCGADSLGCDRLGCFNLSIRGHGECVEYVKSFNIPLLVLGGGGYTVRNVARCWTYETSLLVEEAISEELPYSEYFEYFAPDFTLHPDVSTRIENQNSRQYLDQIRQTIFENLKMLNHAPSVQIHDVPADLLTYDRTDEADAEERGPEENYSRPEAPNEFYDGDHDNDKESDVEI
HSF1 inhib: HSF1 inhibitors in luciferase reporter cells, primary screen, cell-based, NIH3T3, luminescence. NIH3T3-HGL HSE-luciferase, MG132-induced, luminescence 8 h; hits give low values. activity change, negative = inhibition, % at 7.5 µM (by protocol). 300,000 compounds, 0.77% hits;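 active = more than half of replicate wells show activity change below -50%, luminescence cut by over half; inconclusive = some wells, but at most half, below -50%; inactive = no replicate well below -50%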;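 note: luciferase reports HSF-1 transcriptional activity via heat shock element; 0% = median of DMSO wells and -100% = zero luminescence signal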
GSK3A inh: blockers of GSK3A enzyme activity – biochemical, luminescence, cell-free homogeneous, HTS, primary screen; GSK-3 alpha kinase, ADP-Glo luminescence, 60 min; Glycogen synthase kinase-3 alpha (Homo sapiens), P49840; inhibition, % at 10 µM; 320,000 compounds, 0.1% hits;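 in the data active = inhibition above about 50%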;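 note: GST-tagged GSK-3 alpha with peptide substrate and 25 µM ATP; 0% = DMSO neutral wells and 100% = GW8510 positive control wells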
Target sequence (P49840 whole entry, looked up): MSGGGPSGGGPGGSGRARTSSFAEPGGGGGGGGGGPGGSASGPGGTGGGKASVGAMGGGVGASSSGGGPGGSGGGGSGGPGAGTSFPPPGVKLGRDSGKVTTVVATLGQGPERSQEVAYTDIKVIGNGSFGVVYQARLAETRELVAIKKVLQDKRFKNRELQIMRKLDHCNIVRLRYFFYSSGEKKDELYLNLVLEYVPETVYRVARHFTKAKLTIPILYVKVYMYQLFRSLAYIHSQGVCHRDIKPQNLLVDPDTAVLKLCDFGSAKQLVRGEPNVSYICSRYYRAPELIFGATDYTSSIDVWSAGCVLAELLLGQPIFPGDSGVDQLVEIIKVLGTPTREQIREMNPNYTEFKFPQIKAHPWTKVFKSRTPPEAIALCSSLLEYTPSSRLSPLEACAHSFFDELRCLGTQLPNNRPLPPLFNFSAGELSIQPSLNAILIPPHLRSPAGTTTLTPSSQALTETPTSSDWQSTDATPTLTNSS
HSF-1 act: HSF-1 activators, primary screen, NIH3T3-HGL cells, MG132 stress, luminescence, single point; NIH3T3-HGL HSF-1 luciferase reporter, 8 h; 100% = twice DMSO control signal; activation, % at 9 µM; 300,000 compounds, 1.7% hits;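 active = mean replicate activation of at least 50% with a set share of replicates each reaching 50%; inconclusive = only one of those two conditions met; inactive = mean below 50% and too few replicates reaching it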;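 note: 0% = median of the neutral control wells and 100% = twice that signal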
Numbers without * were called inactive; i = inactive; u = inconclusive; x = no result given.

GSK3beta inhib	PolyA inhibitor	Platelet DG rel	HSP90 refold inh	AI-2 QS modul	DYRK1A inh	HDAC3 inh	HSF1 inhib	GSK3A inh	HSF-1 act	smiles
3	i	3	1	27	3	15	-2	-2	12	Cc1nnc(SCC(=O)N(C(C)C)C(C)C)[nH]c1=O
1	i	8	23*	26	5	-3	-1	0	10	Cc1cc(NC(=O)NC(=O)c2ccc(F)cc2F)n[nH]1
0	i	9	5	15	0	-11	9	-4	41	N#C/C(=N\Nc1ccccc1)C(=N)N1CCCCCC1
3	i	1	8	4	14	-1	0	4	9	CC(C)NC(=O)c1[nH]nc2c1CCc1ccccc1-2
-1	i	-1	1	11	5	2	4	-3	-1	Cc1cc(C(=O)NC(C)CCC(C)C)c2ccccc2n1 (centres undefined)
0	i	2	-2	9	18	-3	-4	0	-8	COc1ccc(OCC(=O)Nc2cccc(C(C)=O)c2)cc1
-1	i	-2	3	20	x	1	-2	-2	2	COC(=O)c1cccc(OC(N)=O)c1
-24	i	-7	1	2	-2	6	0	33	3	Cc1ccc(N(C)C(=O)C2CCCN2S(=O)(=O)c2cccc3nsnc23)cc1 (centres undefined)
2	i	-26	-4	-4	-1	-2	-4	-1	-10	O=C(NCC1CCCO1)c1ccc(Cl)c(F)c1F (centres undefined)
-1	i	-1	-2	23	-2	-2	x	-1	x	COc1ccccc1OCC#CCSc1ncccn1
3	i	4	-6	26	-2	-10	0	-1	-4	Cc1ccc(C(=O)NNC(=O)c2ccc(NC(=O)C(C)(C)C)cc2)cc1
0	i	0	3	17	1	3	2	-3	22	Cc1cc(N/N=C/c2ccncc2)c([N+](=O)[O-])cc1[N+](=O)[O-]
0	i	-17	x	-1	7	3	-4	-1	-21	Cc1noc(C)c1CSCC(=O)Nc1cc(S(=O)(=O)N2CCOCC2)ccc1OC(C)C
0	i	-21	2	6	-14	16	7	x	13	Cc1ccc(CNC(=O)c2ccccc2NC(=O)C2=CSCCO2)cc1
4	i	0	-1	u	x	-7	11	1	18	O=C(CCC(=O)Nc1ccc(Cl)cc1Cl)N/N=C/c1ccc([N+](=O)[O-])o1
-1	i	-1	3	8	x	x	-4	x	6	NC(=O)C1CCN(Cc2nc3c(Br)cc(Br)cc3c(=O)[nH]2)CC1
1	i	1	1	8	4	0	0	-1	0	C[C@@H]1ON(C2CCCCC2)[C@H]2c3nc4ccccc4n3C[C@@H]12
1	i	1	4	27	0	1	-2	1	-12	C=CCN1C(=O)CN=C1NCc1ccccc1
2	i	-6	0	36	24	-1	0	7	0	O=C(Nc1nc2ccc(F)cc2s1)C1CCCO1 (centres undefined)
3	i	-1	2	16	2	0	1	-1	8	COc1cc2[nH]c(=O)c(C(=O)NCCCN3CCOCC3)c(O)c2cc1OC
9	i	-3	2	22	6	0	-2	-1	7	O=C(CN1CCN(CCN2C(=O)c3cccc4cccc(c34)C2=O)CC1)c1ccc(F)cc1
2	i	5	x	10	3	-5	2	-1	23	CC(CCc1ccccc1)NC(=O)C1CCC1 (centres undefined)
0	i	5	2	21	x	-2	-1	-2	13	CCC(C)n1c(SCC(=O)NC(=O)c2cccn2C)nc2ccccc2c1=O (centres undefined)
1	i	18	3	20	18	3	-1	-1	12	CCOC(=O)c1oc2c(c1C)/C(=N/O)CCC2
3	i	9	0	33	1	1	-8	1	-6	COc1cc(OC)c(OC)cc1C=NCC1(c2ccccc2)CCCC1

Next part.
GSK3beta inhib	PolyA inhibitor	Platelet DG rel	HSP90 refold inh	AI-2 QS modul	DYRK1A inh	HDAC3 inh	HSF1 inhib	GSK3A inh	HSF-1 act	smiles
1	i	0	2	15	3	1	-11	x	0	Cc1ccc(-n2c(-c3c(-c4ccccc4)noc3C)n[nH]c2=S)cc1
0	i	-11	-1	27	3	2	1	-3	2	CCOC(=O)C1CCN(C(=O)COC(=O)CNC(=O)c2ccc(OC)cc2)CC1
0	i	0	-1	10	-4	0	-4	1	-6	COc1ccc(S(=O)(=O)Nc2cccnc2)cc1OC
2	i	1	2	-11	2	-1	-2	0	9	COc1ccccc1CNC(=O)CN1CCC(NC(=O)c2ccccc2F)CC1
x	x	x	x	x	6	6	-10	-9	-10	Cc1ccc(S(=O)(=O)/N=C(/Nc2ccc([N+](=O)[O-])cc2[N+](=O)[O-])c2ccccc2)cc1
x	i	-7	-2	x	-1	-1	18	-6	9	CCCc1nc2nc(C)c(NS(=O)(=O)c3ccc(CC(C)C)cc3)c(=O)n2[nH]1
0	i	-2	-2	-4	-1	-1	-6	0	24	COCC(=O)N1CCCC(N(C)CCc2ccc(OC)c(OC)c2)C1 (centres undefined)
0	i	4	8	21	6	-6	-67*	0	-73	Cn1c2c(c(=O)n(C)c1=O)C(CC(=O)Nc1ccccc1)C(=O)N2 (centres undefined)
-1	i	1	1	-5	2	u	3	0	4	CCCc1ccc2oc(C(=O)N(C)CCn3ccnc3C)c(C)c2c1
-4	i	-2	-2	7	2	0	0	-1	1	CC(C)c1ccc(NC(=S)NN2CCOCC2)cc1
1	i	-2	-2	59	23	x	1	x	0	O=C(N/N=C/c1c(O)n(-c2ccccc2Cl)c(=O)c2ccccc12)c1cccnc1
1	i	-2	0	15	-6	2	-14	4	-34	Cc1ccnc2nc(C(=O)OCCOc3ccc(Cl)cc3)nn12
0	i	-7	6	7	-1	-1	6	-1	26	Cc1ccc(C)c(NS(=O)(=O)c2cc(C(=O)N3CCCC3)ccc2Cl)c1
-1	i	0	4	41	-3	-3	-6	1	5	CNC(=S)N(CCc1ccccc1)Cc1cc2cc(OC)c(OC)cc2[nH]c1=O
1	i	8	6	-2	-8	4	7	0	-3	COc1ccc(Cl)cc1C(=O)NNC(=S)NC1CCCC1
-1	i	5	0	8	-15	4	3	1	7	CCN(CC)S(=O)(=O)c1ccc(S(=O)(=O)N2CCN(C(=O)c3ccco3)CC2)cc1
0	i	2	3	-5	1	9	0	-1	6	CCN(Cc1ccccc1)S(=O)(=O)c1ccc(C(=O)N(CCCN(C)C)c2nc3c(F)cccc3s2)cc1
-4	i	2	-2	15	-4	-1	-3	0	-2	CCCC1CCC(=NNC(=O)OC(C)(C)C)CC1 (centres undefined)
5	i	2	1	-3	-2	6	-4	1	-2	Cc1cc(C)n(C(=O)Cn2nc([N+](=O)[O-])cc2C)n1
-4	i	4	-3	9	1	2	-4	2	8	Cc1ccc(OCc2nnc(NC(=O)c3cccnc3)s2)cc1
4	i	-1	1	21	x	1	-2	-2	29	O=C(CSc1ccc(-c2ccccn2)nn1)NC1CCCC1
-5	x	12	-2	30	3	-5	0	-3	18	COCCn1c(-c2ccc(OC)cc2)c(-c2ccc(OC)cc2)oc1=O
-1	i	7	5	-1	6	4	-4	-1	16	C1=CCC(/C=N/n2cnnc2)CC1 (centres undefined)
-1	i	5	-1	11	-4	-3	-4	-6	-19	Clc1ccccc1Cn1nnc2c(N3CCOCC3)nc(C3CC3)nc21
0	i	-1	1	27	-1	-3	0	5	3	CCC(CC)NC(=O)Cc1ccccc1OC

Gathered by group, those above containing an aryl thioether with sulfur outside any ring
GSK3beta inhib	PolyA inhibitor	Platelet DG rel	HSP90 refold inh	AI-2 QS modul	DYRK1A inh	HDAC3 inh	HSF1 inhib	GSK3A inh	HSF-1 act	smiles
3	i	3	1	27	3	15	-2	-2	12	Cc1nnc(SCC(=O)N(C(C)C)C(C)C)[nH]c1=O
-1	i	-1	-2	23	-2	-2	x	-1	x	COc1ccccc1OCC#CCSc1ncccn1
0	i	5	2	21	x	-2	-1	-2	13	CCC(C)n1c(SCC(=O)NC(=O)c2cccn2C)nc2ccccc2c1=O (centres undefined)
4	i	-1	1	21	x	1	-2	-2	29	O=C(CSc1ccc(-c2ccccn2)nn1)NC1CCCC1

The main list resumes with the 4 entries that preceded the break.
GSK3beta inhib	PolyA inhibitor	Platelet DG rel	HSP90 refold inh	AI-2 QS modul	DYRK1A inh	HDAC3 inh	HSF1 inhib	GSK3A inh	HSF-1 act	smiles
-5	x	12	-2	30	3	-5	0	-3	18	COCCn1c(-c2ccc(OC)cc2)c(-c2ccc(OC)cc2)oc1=O
-1	i	7	5	-1	6	4	-4	-1	16	C1=CCC(/C=N/n2cnnc2)CC1 (centres undefined)
-1	i	5	-1	11	-4	-3	-4	-6	-19	Clc1ccccc1Cn1nnc2c(N3CCOCC3)nc(C3CC3)nc21
0	i	-1	1	27	-1	-3	0	5	3	CCC(CC)NC(=O)Cc1ccccc1OC
3	i	-1	1	7	1	-3	-3	-2	2	O=C(CCCN1C(=O)c2cccc3cccc(c23)C1=O)NCc1ccco1
1	i	4	-1	17	-3	7	2	-1	3	c1ccc(Cn2c(NCc3ccccn3)nc3ccccc32)cc1
0	i	6	2	20	1	-5	1	1	-3	CC(=O)c1ccc(NC(=O)c2noc(C(C)C)c2[N+](=O)[O-])cc1
0	i	1	2	16	5	2	30	-2	35	Fc1cccc(F)c1CSc1nc2ccccc2[nH]1
-3	i	11	-1	26	-1	0	10	-2	-11	CCOc1ccc(Cl)cc1S(=O)(=O)NCc1ccccn1
2	i	13	-3	7	-5	-2	x	-1	x	O=C(OCn1nnc2ccccc2c1=O)c1cc(-c2ccccc2Cl)nc2ccccc12
2	i	19	-3	11	x	0	-8	14	-10	CCc1ccc2c(c1)C(O)(CC(=O)c1cccs1)C(=O)N2 (centres undefined)
0	i	-2	3	27	4	-2	-10	0	1	O=[N+]([O-])c1cccc(C(=S)N2CCN(c3ccccc3F)CC2)c1

Record cards (already shown). Screens in order: GSK3beta inhib | PolyA inhibitor | Platelet DG rel | HSP90 refold inh | AI-2 QS modul | DYRK1A inh | HDAC3 inh | HSF1 inhib | GSK3A inh | HSF-1 act
O=C(OCn1nnc2ccccc2c1=O)c1cc(-c2ccccc2Cl)nc2ccccc12 is listed with 2 | i | 13 | -3 | 7 | -5 | -2 | x | -1 | x
CCOc1ccc(Cl)cc1S(=O)(=O)NCc1ccccn1 is listed with -3 | i | 11 | -1 | 26 | -1 | 0 | 10 | -2 | -11
c1ccc(Cn2c(NCc3ccccn3)nc3ccccc32)cc1 is listed with 1 | i | 4 | -1 | 17 | -3 | 7 | 2 | -1 | 3

This is a subset; rates above refer to the full screens.
